# EBV gp42 block = blocks Epstein-Barr virus glycoprotein 42 binding. AID 1085. inhibition, % (tested at 21.74 µM). Fluorescence polarization binding assay, mP read-out. actives 0.42% (n = 220,000). Q1HVG2; in the data active = inhibition above about 50%
# Target sequence (Q1HVG2 whole entry, looked up): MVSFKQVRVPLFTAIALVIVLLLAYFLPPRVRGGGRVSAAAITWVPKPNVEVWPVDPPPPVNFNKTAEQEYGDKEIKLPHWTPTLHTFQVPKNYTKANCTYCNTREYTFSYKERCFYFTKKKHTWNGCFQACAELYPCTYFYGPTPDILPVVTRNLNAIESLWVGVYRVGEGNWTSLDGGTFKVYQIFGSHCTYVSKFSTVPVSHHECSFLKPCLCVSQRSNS
# eIF4E-4G inh = eIF4E/eIF4G interaction inhibition in translation initiation. AID 782. inhibition, % at 21.7 µM. actives 0.37% (n = 220,000). P63073+Q04637. TR-FRET eIF4E-eIF4GI(517-606) binding, 2 h;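 note: 0% = full FRET control wells and 100% = background wells lacking eIF4GI fragment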
# Thrombin inh = blocks human thrombin protease activity | P00734 | alpha-thrombin, Boc-VPR-AMC fluorogenic substrate cleavage | inhibition, % at 5 µM | actives 0.26% (n = 220,000);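 active = inhibition at or above 40%; inactive = inhibition below 40%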;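 note: 0% = enzyme with no compound and 100% = wells without enzyme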
#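 System – human alpha-thrombin · Medium – pH 7.5 Tris (50 mM) with NaCl 150 mM, Tween 20 0.05% · Compound – single-point dosing at 5 µM, 0.2% DMSO · Incubation – enzyme reaction carried out at room temperature · Technique – fluorescence of released AMC, ex 355 nm, em 460 nm · Read-out basis – % inhibition of thrombin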
# 14-3-3 Bad PPI = disrupts binding of bovine 14-3-3 zeta to phospho-Bad peptide. TR-FRET 14-3-3zeta/Dy647-pBad peptide displacement, 1 h. actives 0.71% (n = 220,000). P63103. inhibition, % at 21.7 µM;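 active = inhibition above about 70%, limit read from the data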;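 note: 0% = full 14-3-3 plus peptide FRET controls and 100% = background without 14-3-3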
# Target sequence (P63103 whole entry, looked up): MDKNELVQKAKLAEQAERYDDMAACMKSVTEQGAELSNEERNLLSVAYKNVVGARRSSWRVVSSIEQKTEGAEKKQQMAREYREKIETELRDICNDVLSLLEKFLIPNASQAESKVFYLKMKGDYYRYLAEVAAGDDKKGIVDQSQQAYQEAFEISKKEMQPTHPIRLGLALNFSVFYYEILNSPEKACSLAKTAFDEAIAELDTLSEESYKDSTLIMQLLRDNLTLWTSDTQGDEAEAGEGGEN
# p47phox inh = blocks human p47phox regulatory protein of NADPH oxidases. P14598. p47phox/p22phox peptide binding, fluorescence polarization, 2 h. inhibition, % at 24.7 µM. actives 0.53% (n = 220,000);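 note: 0% = p47phox with labelled peptide and 100% = labelled peptide alone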
# hK5 inh = inhibitors of human kallikrein 5; recombinant hK5, fluorogenic AMC substrate cleavage; Q9Y337; actives 0.59% (n = 210,000); AID 873; inhibition, % at 5 µM;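 active = inhibition of 40% or more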;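 note: 0% = enzyme controls without compound and 100% = no-enzyme blanks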
# KCC2 mod = modulates chloride dependent transport by human KCC2. actives 2.2% (n = 190,000). AID 1456. KCC2 cells, thallium flux FluoZin-2 fluorescence. Q9H2X9. B-score of Tl+ flux slope (higher = more flux/activation; lower = inhibition) at 10 µM;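 active = thallium flux slope and its plate-corrected score both differing from the plate sample mean at a set confidence after two filtering rounds, in either direction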;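 note: slope of fluorescence scaled to starting intensity during 10 to 20 s after thallium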
# Rad51 HR inh = blocks human Rad51 in homologous recombination; hRad51 DNA strand exchange, fluorescence dequenching; inhibition, % at 10 µM; actives 0.085% (n = 200,000); AID 1385;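 active = inhibition above 40% at the single screening dose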;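 note: 0% = DMSO control wells and 100% = blanks with heterologous ssDNA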
#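 Material: human Rad51–ssDNA filaments; Probe or stimulus: labelled 47-mer dsDNA for strand exchange; Doses: single 10 µM dose; Incubation: 37 °C 15-min filament assembly, 30-min compound preincubation, 15-min exchange; Technique: FRET fluorescence dequenching, excitation 485 nm, emission 520 nm; Measure: Fluorescence-based percent inhibition, control- and blank-normalised; Benchmarks: plate control and blank wells.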
# Furin inhibitor = blocks human furin protease activity; purified furin, fluorogenic substrate cleavage; inhibition, % at 30 µM; actives 0.061% (n = 220,000); AID 463115; in the data active = inhibition above about 25%; note: inactives centre near -15
# Target sequence (P09958 108-714 limits assumed): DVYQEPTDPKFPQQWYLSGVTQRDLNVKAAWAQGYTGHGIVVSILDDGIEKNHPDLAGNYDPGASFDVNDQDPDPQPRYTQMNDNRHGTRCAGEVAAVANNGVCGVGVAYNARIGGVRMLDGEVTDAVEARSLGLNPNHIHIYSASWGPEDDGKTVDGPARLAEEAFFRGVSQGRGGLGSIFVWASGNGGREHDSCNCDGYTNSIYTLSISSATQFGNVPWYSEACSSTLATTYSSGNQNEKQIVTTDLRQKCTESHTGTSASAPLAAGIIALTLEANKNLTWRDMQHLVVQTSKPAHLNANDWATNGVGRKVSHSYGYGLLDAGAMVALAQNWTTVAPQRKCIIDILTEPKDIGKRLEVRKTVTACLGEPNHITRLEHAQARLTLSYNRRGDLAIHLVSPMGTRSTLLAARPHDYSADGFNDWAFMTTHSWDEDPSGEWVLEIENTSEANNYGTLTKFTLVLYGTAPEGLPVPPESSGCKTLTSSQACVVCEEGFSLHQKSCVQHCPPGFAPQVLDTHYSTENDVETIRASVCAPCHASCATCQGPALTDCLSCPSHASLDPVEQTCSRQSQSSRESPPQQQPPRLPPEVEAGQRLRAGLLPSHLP
# * hit, by the source's call; . = not tested or not shown; [ ] = dose if it differs, or a comment.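 Rule for the calls, unless noted: active = inhibition above about 30% (limit read from the data); inactive = the rest.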
SMILES,EBV gp42 block,eIF4E-4G inh,Thrombin inh,14-3-3 Bad PPI,p47phox inh,hK5 inh,KCC2 mod,Rad51 HR inh,Furin inhibitor
Cc1cc(N2CCN(S(=O)(=O)c3ccccc3)CC2)c2ccccc2n1,-5,12,-7,3,-5,-11,.,4,-5
COC(=O)COc1cccc(NC(=O)c2cccs2)c1,-13,-12,0,-1,-1,16,1.5,6,-20[20 µM]
COC(=O)CCC(=O)NNC(=O)c1ccc(Br)cc1,-12,5,1,10,2,-12,-0.39,3,-7[20 µM]
O=c1cc(CSc2n[nH]c(=O)n2C2CC2)c2ccc(O)cc2o1,-16,-1,-4,11,-11,1,-0.081,11,-12
CCOC(=O)C1=C(O)C(=O)N(c2ccc(S(N)(=O)=O)cc2)C1c1ccc([N+](=O)[O-])cc1 (centres undefined),-3,5,-5,-6,-90,10,0.18,12,-18
CCN(CC)CCn1c(=S)[nH]c2ccc(Br)cc2c1=O,-8,1,3,-2,-6,-8,17*,-5,-10
CCCCNC(=S)N(C)/N=C/c1sc(N2CCCCC2)nc1-c1cccs1,31,2,-2,-2[fluorescence artefact?],-12,-12,-0.73,-3,1
Cc1cc(C(=O)NCCN2CCN(c3cccc(Cl)c3)CC2)n(-c2ccccc2)n1,-12,3,6,-20,-10,-6,-0.25,5,-22
S=c1[nH]nc(-c2ccco2)n1-c1ccc(Cl)cc1,-15,0,-6,-8,-6,3,0.37,-3,-25
COc1ccc(-c2nnc(SCc3cc(C)ccc3C)n2N)cc1,-5,-2,3,-11[fluorescence artefact?],-8,8,-0.33,-8,-19[20 µM]
CC(=O)NC(=O)NC1OC(=O)C(Cl)=C1Cl (centres undefined),-11,-5,4,5,3,3,0.24,5,-19
CCc1ccc(C(=O)NNc2ccccc2F)cc1,-10,2,-3,-3,-9,-1,-0.45,29,-13
C=CCNC(=S)NNC(=O)c1cccn(Cc2ccc(Cl)cc2Cl)c1=O,-15,-2,0,-4,-20,-209,-1.1,6,-13
Cc1cccc(NC(=O)Cn2c(O)c(N=NC(=O)c3ccccc3O)c3ccccc32)c1,14,16,-10,59,33*,0,-0.27,0,-7
COc1ccc(CCNC(=O)COC(=O)c2cnc(C)cn2)cc1OC,-10,6,3,5,0,3,-0.093,-4,-18
COc1ccc(C(=O)N2CCN(c3ccccn3)CC2)cc1,-13,-8,-9,-2[fluorescence artefact?],-9,-10,0.83,0,-13[20 µM]
CCCCc1c(O)nc(SCC(=O)Nc2ccc3c(c2)CCC3)[nH]c1=O,-4,6[fluorescence artefact?],-8,6[fluorescence artefact?],-16,-1,-1.8,1,-18
COc1ccc(OC)c(S(=O)(=O)N(C(C)=O)c2ccc3oc(=O)sc3c2)c1,-11,-4,-4,-5,-11,-5,2,-3,-29
O=C(CCOc1ccccc1)N1CCN(c2ccc(O)cc2)CC1,-6,5,-11,-6,-3,-4,-0.53,.,-12
Cc1ccc(N=CC2=C(O)CC(c3ccccc3Cl)CC2=O)cc1 (centres undefined),-11,-2,1,-5,-9,2,-1.7,10,-30
CC(=O)Oc1ccc(/C=N/NC(=O)C2CCCN2S(=O)(=O)c2ccc(Cl)cc2)cc1 (centres undefined),-47,-12[fluorescence artefact?],-1,8[fluorescence artefact?],-6,-12,-0.11,-66,9[20 µM]
Cc1nc([N+](=O)[O-])c(N2CCN(Cc3ccccc3)CC2)n1Cc1ccccc1,0,3,1,4,-2,4,-1.2,1,-4[20 µM]
CCCn1c(SCC(=O)NCc2ccccc2Cl)n[nH]c1=O,3,2,-2,-5,-8,12,-1.1,-5,-18
O=c1oc2ccccc2cc1N1CCOCC1,-10,-6,4,-5,-13,-2,0.42,.,-27
O=C(O)/C=C/c1coc2ccc(F)cc2c1=O,-26,6,-2,4,2,-2,-0.058,4,-22
C/C=C(\C)C(=O)Nc1cccc(C2=NOC3(C2)C[C@@H](C(N)=O)N(C(=O)c2cc([N+](=O)[O-])cc([N+](=O)[O-])c2C)C3)c1 (some centres undefined),-8,-1,-3,-6,-5,-1,1.4,-6,-23
c1cncc(Nc2nc(-c3cccs3)cs2)c1,-13,0,-4,1,-12,-2,-1.3,-1,-13[20 µM]
N/C(=N\OC(=O)c1ccc(F)cc1)c1ccc(Br)cc1,-7,3,10,0,-6,.,0.79,.,-14
O=C(NCCC1=CCCCC1)c1cccc2c1C(=O)N(C1CCCCC1)C2,-14,-4,-2,-9,-3,0,-0.12,-3,-33
O=C(/C=C/c1ccc(Cl)c([N+](=O)[O-])c1)Nc1ccc(N2CCCC2)cc1,37,2,2,-20,3,-18,1.3,55*,0
Cc1cc(C)nc(NC(=O)c2csnn2)c1,-16,-2,-2,-20,-6,3,-0.042,11,-11
COc1ccc(NC(=O)C2CCCN2S(=O)(=O)c2ccc3c(c2)CCC(=O)N3)c(OC)c1 (centres undefined),-10,-2,1,6,-11,-1,.,1,-26
CC(=O)Nc1cccc(NC(=O)C2CCCN2C(=O)Nc2cccc(C)c2)c1 (centres undefined),-7,-16,15,-21,-9,41*,0.12,-5,-26
O=C(Nc1ccccc1)N1CCn2c1nc1ccccc12,3,-2,0,-1,-11,-25,-0.96,-2,-13[20 µM]
COc1ccc(C(=O)CSc2nnc(NC(=O)C3CC(=O)N(c4ccccc4)C3)s2)cc1 (centres undefined),-27,1,-9,6,-31,-4,0.1,-1,-16
COc1cc2c(cc1OC)C(C)N(C(=S)Nc1ccccc1)CC2 (centres undefined),7,3,-9,-2,0,-12,0.39,-4,-19
COC(=O)c1ccc(NC(=O)CSc2nc3cccnc3n2C)cc1,-9,4[fluorescence artefact?],2,7,-12,-7,-0.11,0,-10[20 µM]
c1ccc(Nc2ncnc3[nH]ncc23)cc1,-8,0,-1,7,-9,-1,-0.031,-7,-18
CCc1ccc(NC(=S)Nc2cccc3cnccc23)cc1,1,-3,-4,-9,-4,-4,0.35,0,-13
CCc1ccccc1NC(=O)c1ccoc1C,-8,3,-4,-7,-13,-14,.,6,-6[20 µM]
O=C(CCc1ccc(S(=O)(=O)N2CCCCC2)cc1)c1nnc(-c2ccccc2)o1,-8,-12,-3,-3,-24,-23,0.053,-2,-17
COc1ccc(CNC(NC(=O)c2ccccc2)(C(F)(F)F)C(F)(F)F)cc1,9,20,-1,6,9,-4,-1.7,4,1
CCOc1cc(C2C3=C(CCCC3=O)NC3=C2C(=O)CCC3)cc(Cl)c1O,-18,3,-3,-3,4,-10,.,-11,.
O=C(CSc1ccc(-c2ccccc2)nn1)c1ccccc1,5,-7[fluorescence artefact?],-1,1,-6,-6,-4.1*,7,-16
CC(C)c1nc(C#N)c(NN)o1,-2,2,-5,-4,-8,-4,0.47,7,-14
Cn1c(=O)n(C)c2cc(NS(=O)(=O)c3cccs3)ccc21,-11,-1,-5,-8,0,3,1.9,0,-27
COc1ccc(C2C(C(=O)NCC3CCCO3)c3cc(OC)c(OC)cc3C(=O)N2C)cc1OC (centres undefined),-17,1[fluorescence artefact?],3,-5[fluorescence artefact?],-7,-17,-2.4,8,-6
CS(=O)(=O)N1CCC(C(=O)N2CCN(Cc3ccccc3)CC2)CC1,7,-1,0,-5,4,-17,-0.22,18,-7
O=C(C1=C[C@H](c2ccc3c(c2)OCO3)C[C@H](OCc2ccc(CO)cc2)O1)N1CCN(Cc2ccc3c(c2)OCO3)CC1,-3,1,-1,-6,-19,-1,0.22,-4,-26
COc1ccc(NC(=S)NC23CN4CN(CN(C4)C2)C3)cc1,-8,5,-5,-3,-5,-12,.,-1,-21
Cc1ccc(C)c(N2CCN(C(=O)CCS(=O)(=O)c3cccc4nonc34)CC2)c1,-22,-14,-1,1,-7,-13,-1.8,-1,-18
Cc1ccc(N=Cc2sc(O)c3ccccc23)c(C)c1,-128,.,-4,.,-93,-1,.,-22,-7[20 µM]
CC(=NCC1CCCO1)C1=C(O)CC(C)(C)CC1=O (centres undefined),-25,-2[fluorescence artefact?],-8,6[fluorescence artefact?],-6,-3,-0.027,-11,-24[20 µM]
COc1ccc(C(CC(=O)N2CCOCC2)C(C)C)cc1 (centres undefined),-7,3,0,4,-3,2,0.39,-1,-28
COc1ccc(N2C(=O)c3cccc4cc(Br)cc(c34)C2=O)cc1,1,0,-1,-7,3,4,0.97,-21,-22
CCCN(CCC)S(=O)(=O)c1ccc(C(=O)N2CCCc3ccccc32)cc1,-25,9,2,2,-15,-18,.,-6,-15[20 µM]
Cc1ccc(C2C(C(=O)c3cc4ccccc4o3)=C(O)C(=O)N2CCN2CCOCC2)o1 (centres undefined),-8,1,1,-3,-13,-15,0.0057,-2,0
C=CCn1c(SCC(=O)N2CCCCC2)nc(O)cc1=O,-16,2,5,-16,-11,4,-0.92,11,-10[20 µM]
O=C(c1ccc(F)cc1)N1CCN(c2ccc([N+](=O)[O-])c(N3CCOCC3)c2)CC1,-10,7[fluorescence artefact?],-2,-25,-3,-19,-0.2,-4,4
CC(=O)c1ccc(NC(=O)C2(c3ccccc3)CCOCC2)cc1,-25,4[fluorescence artefact?],0,2,-8,3,0.17,13,-16[20 µM]

# One compound at a time (already shown). Screens in order: EBV gp42 block	eIF4E-4G inh	Thrombin inh	14-3-3 Bad PPI	p47phox inh	hK5 inh	KCC2 mod	Rad51 HR inh	Furin inhibitor
# Cc1ccc(N=Cc2sc(O)c3ccccc23)c(C)c1 as listed: -128	.	-4	.	-93	-1	.	-22	-7[20 µM]
# CS(=O)(=O)N1CCC(C(=O)N2CCN(Cc3ccccc3)CC2)CC1 as listed: 7	-1	0	-5	4	-17	-0.22	18	-7
# CCOc1cc(C2C3=C(CCCC3=O)NC3=C2C(=O)CCC3)cc(Cl)c1O as listed: -18	3	-3	-3	4	-10	.	-11	.
# COc1ccc(C(CC(=O)N2CCOCC2)C(C)C)cc1 (centres undefined) as listed: -7	3	0	4	-3	2	0.39	-1	-28
# CCCN(CCC)S(=O)(=O)c1ccc(C(=O)N2CCCc3ccccc32)cc1 as listed: -25	9	2	2	-15	-18	.	-6	-15[20 µM]

# Further structures follow.
SMILES,EBV gp42 block,eIF4E-4G inh,Thrombin inh,14-3-3 Bad PPI,p47phox inh,hK5 inh,KCC2 mod,Rad51 HR inh,Furin inhibitor
O=C(Cn1cnc2cc([N+](=O)[O-])ccc2c1=O)NC(c1ccccc1)c1ccccc1,-2,-7,-7,-13,3,-17,1.2,2,-2
COc1cc(C)nn1-c1ccc(Cl)cc1,-18,0,-13,-10,-2,5,-0.25,2,-20
N#CC1=C2SCN(Cc3ccccc3)CN2C(=O)CC1c1cccs1 (centres undefined),-10,0,6,5,3,-1,-0.034,1,-13
COc1ccc(C(=O)C2CCN(C(=O)c3ccco3)CC2)cc1,-19,1[fluorescence artefact?],1,-9,-16,-11,-1.4,2,-17
Cc1cc(NC(=O)CSc2nnc(C3CC3)n2C)no1,-28,1,3,8,3,16,.,8,-23[20 µM]
CC(=O)c1cccc(NC(=O)C2CCN(S(=O)(=O)c3c(C)n[nH]c3C)CC2)c1,-11,0,-3,3,-8,6,.,1,-4
COc1ccccc1S(=O)(=O)Cc1ccc(C(=O)NCc2cccnc2)o1,2,2,-10,2,4,-20,0.67,-1,-13
CN(C)c1ccc(/C=C/C(=O)c2ccccc2)cc1[N+](=O)[O-],3,-3,11,-2[fluorescence artefact?],4,-16,0.26,1,-13
O=C(NCCCN1CCOCC1)c1coc2ccccc2c1=O,-13,0[fluorescence artefact?],-1,17[fluorescence artefact?],-12,8,0.036,4,-26

# Source: PubChem (several laboratories)

# Outcome played no part in choosing rows, and some 4.7% of all compounds hit somewhere here.
